S3 lipid droplet = qHTS Assay for Lipid Storage Modulators in Drosophila S3 Cells | Drosophila S3 cells, BODIPY lipid droplet fluorescence, 18-24 h; cells fed with added oleic acid | lipid storage change, negative = inhibition, % at the top dose, mostly 46.1 µM; hits show Potency in µM | actives 0.64% (n = 320,000) | AID 2685; active = well fitted inhibition curve with a large enough effect in the signal ratio, with a control signal flat, not every such curve was filed as active; inconclusive = small, poorly fitted or top-dose-only effect, or effect the other way, or a change in a side signal; the % refers to the signal ratio
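Laser-scanning cytometry quantifies lipid droplet accumulation (500–530 nm total intensity; droplet/cell object ratio) in oleic acid-fed (400 uM added) Drosophila S3 cells treated with a concentration series. 20 uM Triacsin C defined 100% inhibition.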
S3 lipid droplet cell count max = recorded beside S3 lipid droplet, whose call it bears; cell number change, %; measured here: cell count max response;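 cells counted by Cell Tracker Red CMTPX staining in the red channel; peak over a dose series mostly up to 46.1 µM; percent activity relative to internal control wells on each plate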
Active calls of the source: *; i = inactive; ? = inconclusive; · = not tested or not shown. % is set by controls: 0 for no effect and ±100 for the full control effect; potency is the fitted concentration of half-maximal effect. Not all compounds are listed; rates above refer to the full screens.

molecule	S3 lipid droplet	S3 lipid droplet cell count max
CC(C)Cc1ccc(CN2CCCC(NC(=O)c3nn(C)c(=O)c4ccccc34)C2)cc1 (configuration not stated)	?	·
Cc1ccsc1/C=N/n1c(-c2ccco2)n[nH]c1=S	?	·
COc1ccc(Cl)cc1C(=O)NNC(=S)NC1CCCC1	14.7%	0.6
CCOc1ccc(CC(=O)NC2CC(C)(C)N(C)C(C)(C)C2)cc1OCC	?	·
CC(C)C[C@H](NC(=O)C1CCN(C(=O)[C@H](Cc2ccccc2)NC(=O)OC(C)(C)C)CC1)C(=O)O	1.8%	·
Cc1nc(C)c(-c2nnc(-c3ccccc3Cl)o2)cc1C(=O)NN	9.1%	4.6
CC(=O)Nc1ccc(NC(=O)CSc2nnc3c4ccccc4n(C)c3n2)cc1	?	·
Cc1cc(C(=O)C(C)Sc2cccc[n+]2[O-])c(C)n1-c1ccc(Cl)cc1 (configuration not stated)	?	·
COc1ccc(Cl)cc1NC(=O)c1ccc2c(SCC(=O)O)c3c(nc2c1)CCCC3	?	·
Cc1cc(=O)oc2cc(OC(C)C(=O)O)c(Cl)cc12 (configuration not stated)	?	·
CSCc1cc(N2CCOCC2)nc(SCc2ccc(Cl)c(Cl)c2)n1	?	·
Cc1ccccc1N1CCN(c2ncnc3c2cnn3Cc2ccc(Cl)cc2)CC1	?	·
COc1ccc(/C=N/OCC(=O)NCC(C)C)c(OC)c1	?	·
CC(C)C(=O)Nc1ccc(C(=O)NNC(=O)CCc2ccccc2)cc1	?	·
CCCCCCCNC(=O)C1(CC2CC(c3cccc(Br)c3)=NO2)CCN(C(=O)C2(C)CC2)CC1 (configuration not stated)	?	·
O=C1C(Cl)=C(N2CCOCC2)C(=O)N1CCc1ccccc1	i	·
CCc1cccc(CC)c1N(COC)C(=O)Cn1nnc2ccccc21	16.1%	-13.8
Cc1ncc([N+](=O)[O-])n1Cc1cccc2ccccc12	15.7%	9.0
Cc1cnc(C(=O)OCC(=O)N2c3ccccc3CC2C)cn1 (configuration not stated)	?	·
CC(Oc1ccc2c(c1)oc(=O)c1ccccc12)C(=O)NCCCN1CCOCC1 (configuration not stated)	?	·
Cc1nc2ccc(-n3ccc(=O)cc3)cc2s1	?	·
NC(=O)C1CCN(C(=O)/C=C/c2cccc(Br)c2)CC1	2.2%	10.2
Cc1ccc(OCC(=O)Nc2nnc(S(=O)(=O)N3CCCCCC3)s2)cc1C	-15.5%	-5.4
CCn1c2ccccc2c2cc(C3C(C#N)=C(C)NC(C)=C3C#N)ccc21	?	·
Cc1ccc(N2CC(C(=O)OCC(=O)Nc3ccccc3C)CC2=O)cc1 (configuration not stated)	7.5%	3.7
O=C1NC2(CCCCC2)C(=O)N1Cc1ccc([N+](=O)[O-])cc1	9.0%	8.1
CC(C)(C)OC(=O)C(Cl)(C(=O)OC(C)(C)C)c1ccc2nnnn2n1	-6.2%	-6.6
O=C(c1ccc(Cl)c(S(=O)(=O)N2CCCC2)c1)N1CCN(c2ccccc2)CC1	?	·
COc1ccc(OC)c(S(=O)(=O)NC(N)=NCCc2ccccc2)c1	0.3%	14.8
CC(C)(C)n1nnnc1C(c1ccccc1F)N1CCN(C(=O)c2ccco2)CC1 (configuration not stated)	i	-9.5

Continued:
molecule	S3 lipid droplet	S3 lipid droplet cell count max
O=C(NCc1cc(C(F)(F)F)cc(C(F)(F)F)c1)C1CC(c2ccccc2C(F)(F)F)=NO1 (configuration not stated)	?	·
COc1cc(OC)c(N(C)C(=O)c2cn(C)c(=O)c3cc(OC)c(OC)cc23)cc1Cl	10.7%	-18.7
CC1CCCCC1NC(=O)CCS(=O)(=O)c1ccc2c(c1)NC(=O)CS2 (configuration not stated)	i	-15.6
Cc1cc(C(=O)NCc2ccccc2F)c2ccccc2n1	?	·
CN(C(=O)COC(=O)c1nc(-c2ccccc2)n(-c2ccccc2)n1)C1CCS(=O)(=O)C1 (configuration not stated)	11.2%	5.5
CC(NC(=O)CCC(=O)c1ccc(F)cc1)C1CC2CCC1C2 (configuration not stated)	?	·
Cc1ccc(NC(=O)C(=O)c2c(-c3ccccc3)cc3ccccn23)cc1S(=O)(=O)N1CCOCC1	?	·
CCCn1c(=O)c(F)cn(Cc2ccc(OC)c([N+](=O)[O-])c2)c1=O	?	·
O=S(CC(O)COCc1ccc(Cl)cc1)c1ccccn1 (configuration not stated)	i	-11.2
COc1ccccc1CNC(=O)CCS(=O)(=O)c1cccc2nonc12	?	·
CC1(C)CC(NC(=O)c2ccc(Br)o2)CC(C)(C)N1	?	·
CCCC(=O)N1CCN(c2ccc(NC(=O)c3ccc([N+](=O)[O-])o3)cc2Cl)CC1	?	·
CN(C)c1ccc(C(=O)OCc2ccc(Br)cc2)cc1	?	·
CCOc1ccc(CCNC(=O)C2CCCN(S(C)(=O)=O)C2)cc1OCC (configuration not stated)	?	·
Cc1ccc(CNC(=O)c2ccc(N3CCC4(CC3)CC(c3cccc(Br)c3)=NO4)c(NC(=O)c3cccc(C)c3)c2)cc1	?	·
Cc1ccc(/C=C/C(=O)c2ccc(O)cc2)cc1	?	·
COc1ccc(OCC(=O)Nc2cccc(C(C)=O)c2)cc1	?	·
CCCCN1CC(=O)N2[C@H](c3ccc(Cl)cc3)[C@@H]3C(=O)N(CC)C(=O)[C@@H]3[C@]2(Cc2ccccc2)C1=O	i	16.8
COc1cc2[nH]c(=O)n(Cc3ccc(C(=O)NCCCN4CCN(C)CC4)cc3)c(=O)c2cc1OC	?	·
O=C(CN1CCN(Cc2ccc3c(c2)OCO3)CC1)N1CCc2[nH]c3ccccc3c2C1	?	·
CCOC(=O)c1cnn(-c2nc(CC)nc3sc4c(c23)CCC4)c1N	?	·
COc1ccc(N2CCN(C(CNS(C)(=O)=O)c3ccco3)CC2)cc1 (configuration not stated)	?	·
COCCCNC(NC(=O)c1ccc(OC)cc1)C(Cl)(Cl)Cl (configuration not stated)	0.5%	3.9
CCOc1ccc(NC(=O)c2ccco2)c([N+](=O)[O-])c1	?	·
O=C(Nc1cccc(Cl)c1)Nc1cccc(Cl)c1	?	·
C=CCc1c(C)nc(-c2ccccc2)nc1N/N=C(\C)c1ccc(N)cc1	-3.8%	·
CN(CC(=O)NCCc1ccccc1)S(=O)(=O)c1cnc[nH]1	?	·
Cc1ccccc1OCCC(=O)OCC(=O)N1c2ccccc2NC(=O)C1(C)C	14.2%	7.4
O=C(Nc1ccc(Oc2cccc(C(F)(F)F)c2)nc1)c1cccs1	?	·
Cc1nn(Cc2ccc(Cl)c(Cl)c2)c(C)c1NC(=O)c1sc2ccccc2c1Cl	18.0%	-20.8

Compound profiles, from the list above. Order of values: S3 lipid droplet, S3 lipid droplet cell count max
COc1ccc(OCC(=O)Nc2cccc(C(C)=O)c2)cc1 in the list: ?, ·
COc1cc2[nH]c(=O)n(Cc3ccc(C(=O)NCCCN4CCN(C)CC4)cc3)c(=O)c2cc1OC in the list: ?, ·
CCCn1c(=O)c(F)cn(Cc2ccc(OC)c([N+](=O)[O-])c2)c1=O in the list: ?, ·

(cont.)
molecule	S3 lipid droplet	S3 lipid droplet cell count max
Cc1ccc(-c2csc(NC(=O)CN3CCOCC3)n2)cc1	?	·
O=C(NC1CCCCCC1)c1ccc(-n2cnnc2)cc1	?	·
CCCOc1ccc(C(=O)O)cc1	-24.9%	0.6
NCCCCCc1cn(CC(=O)NCCCCCCCCCCC(=O)N2CCNCC2)nn1	?	·
O=c1[nH]c(-c2ccccn2)nc(C(F)(F)F)c1Br	?	·
Cc1cc(NC(=O)CSc2nc3c(C)c(C)ccc3cc2C)no1	?	·
O=C(Cn1cnc2c(cnn2-c2ccccc2)c1=O)N1CCCc2ccccc21	?	·
CCc1ccc(OCC(=O)N(Cc2cccs2)C2CCS(=O)(=O)C2)cc1 (configuration not stated)	-25.5%	3.5
CCN(CC)CCOC(=O)c1ccc(Cl)cc1	?	·
c1cncc(-c2nc3c(ccc4ccccc43)[nH]2)c1	?	·
O=C(O)Cn1cc(C(=O)c2cccs2)c2ccccc21	?	·
NC(=O)C1CCN(C(=S)c2cccs2)CC1	?	·
O=[N+]([O-])c1ccc(Oc2cccc(Br)c2)c2ccncc12	?	·
CC12CC3CC(C)(C1)CC(CN1CCOCC1)(C3)C2	?	·
Cc1cc(C(=O)COc2cccc(-n3cnnn3)c2)c(C)n1-c1ccccc1	?	·
O=CN(CCN(C=O)CN1CCCCC1)CN1CCCCC1	-11.9%	6.5
O=C(COC(=O)c1ccccc1-c1nc2ccccc2s1)NC1CCS(=O)(=O)C1 (configuration not stated)	15.8%	2.0
Cc1cc(=O)n2[nH]cc(-c3ccccc3)c2n1	?	·
CCCN(CCC)CCCNC(=S)Nc1ccc2nc3n(c(=O)c2c1)CCCCC3	-17.1%	9.1
Cc1cccn2c(=O)c3cc(C(=O)NC4CCCCC4)sc3nc12	i	-3.8
NC(N)=NS(=O)(=O)c1ccc(NC(=S)NC(=O)c2ccccc2)cc1	?	·
CC1(c2cccc([N+](=O)[O-])c2)CC(C)(C)N(C(=O)c2ccccc2)c2ccccc21 (configuration not stated)	?	·
O=C(c1ccc(CNc2c(N3CCCC3)c(=O)c2=O)cc1)N1CCN(C2CCCCC2)CC1	?	·
CCCCNC(=O)C(=O)NC(C)CCc1ccccc1 (configuration not stated)	?	·
CCCCC(OC(=O)c1ccco1)C(=O)NCc1ccc(C)cc1 (configuration not stated)	?	·
N#Cc1c(-c2ccccc2)nc(SCC(=O)Nc2nnc(C(F)(F)F)s2)[nH]c1=O	?	·
Cc1ccc(C)c(N=Nc2nc3ccccc3n2C)c1	?	·
CCCOC(=O)CSc1nnc(-c2ccc(Cl)cc2Cl)o1	9.9%	0.6
COc1ccc(/C=N/NC(=O)c2ccn[nH]2)cc1COc1ccc(Cl)cc1Cl	?	·
COc1cc2c(cc1NC(=O)CCCCCN1C(=O)CCC1=O)oc1ccccc12	?	·

An excerpt taken from the entries so far, for reference:
molecule	S3 lipid droplet	S3 lipid droplet cell count max
Cc1ccc(-c2csc(NC(=O)CN3CCOCC3)n2)cc1	?	·
O=C(NC1CCCCCC1)c1ccc(-n2cnnc2)cc1	?	·

Further compounds
molecule	S3 lipid droplet	S3 lipid droplet cell count max
Cc1onc(C(=O)N2C(C)CCCC2C)c1[N+](=O)[O-] (configuration not stated)	-4.2%	-12.5
Nc1nnc(CSc2ccc(Cl)cc2)s1	?	·
COCCNC(=S)N1CCN(Cc2cccc(OC)c2)CC1	3.1%	1.9
Cc1ccc(S(=O)(=O)N/N=C/c2cccn2-c2ccc(Cl)cc2)cc1	0.1%	-13.6
COC(=O)c1cc(C(=O)OCC(=O)c2ccc[nH]2)cc([N+](=O)[O-])c1	?	·
O=C(O)CCC(=O)Nc1ccc(Br)cn1	?	·
Cc1cc(-c2nnc(SCC(=O)Nc3ccccc3C(F)(F)F)n2N)n[nH]1	?	·
O=C(Nc1ccc2c(c1)OCO2)C1CC(=O)N(c2ccc3c(c2)OCCO3)C1 (configuration not stated)	?	·
CCOC(=O)C1CCCN(C(=O)COc2ccccc2O)C1 (configuration not stated)	?	·
Cc1ccc(Oc2nc3ccccc3n3c(C)nnc23)c(C)c1	?	·
CN1CCN(CC(=O)NC23CC4CC(CC(C4)C2)C3)CC1	-10.0%	-8.9
Cc1cnc(CN2CCCC(C(=O)c3ccc4c5c(cccc35)CC4)C2)[nH]1 (configuration not stated)	-1.0%	19.3
O=C(NCc1ccc(F)cc1)c1cc2c(s1)CCCC2	i	11.2
Cc1ccc(OCC(=O)c2c[nH]c3ccccc23)c([N+](=O)[O-])n1	?	·
CC(C)Cn1c(-c2cc(Br)ccc2F)nc2c1c(=O)[nH]c(=O)n2CC(C)C	?	·
Cc1ccc(NC(=S)N(CCC(C)C)C(C)c2ccncc2)c(Cl)c1 (configuration not stated)	17.2%	4.3
Cc1cc(C)c(S(=O)(=O)N2C=CC(C(F)(F)F)=NCC2)c(C)c1	i	20.8
O=S(=O)(Nc1nc2ccccc2s1)c1ccc(Cl)s1	?	·
COc1ccc2[nH]c(C)c(CCNC(=S)Nc3cc(C)ccc3C)c2c1	?	·
O=C1/C(=C/c2ccccc2)N=C(N2CCOCC2)N1c1cccc(Cl)c1	22.7%	17.4
CCN1CCCC(Sc2nc3c([nH]2)c(=S)n(C)c(=O)n3C)C1 (configuration not stated)	4.8%	-6.8
COc1cc(OC)c(C2C(C(=O)N3CCOCC3)=C(C)NC3=C2C(=O)CC(C)(C)C3)cc1OC (configuration not stated)	?	·
Cc1ccc(S(=O)(=O)N2CCC(C)CC2)c([N+](=O)[O-])c1	-18.7%	9.4
